# Screens (PubChem)
# SW480 rereplic – DNA re-replication induction in SW480 cells. SW480 DNA re-replication, Hoechst DNA content imaging, 48 h. Potency, µM (highest dose often 46.1 µM), without a hit: top-dose re-replication activation, usual class: activators. 340,000 tested, 1.8% active. AID 624297; note: potency is the fitted concentration of half-maximal effect; % of control where 0% means no effect; nearly all actives have a fitted effect of over 55% in size
#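 Per well, 250 cells were exposed to pinned compound for 48 hr. Nuclear DNA was visualised with Hoechst (40 min, 37 C) and total object intensity recorded by fluorescence scanning.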
# KB-V1 cytotox – kills drug-selected multidrug resistant KB-V1 cells | KB-V1 MDR cells viability, CellTiter-Glo, 72 h | Potency, µM (top dose mostly 46.1 µM), for the others: at the highest dose activity change, negative = cytotoxicity, hits mostly cytotoxic | 400,000 tested, 3.4% active | AID 1347076; note: potency is the fitted concentration of half-maximal effect; % is set by controls: 0 for no effect and ±100 for the full control effect; nearly all actives have a fitted effect of over 60% in size
#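 Luminescent ATP read-out (CellTiter-Glo, 10 min) measures survival of drug-selected KB-V1 MDR cells after 72 h, 37 degrees C compound exposure. Medium: phenol-red-free DMEM, 10% FBS. Values from fitted concentration-response curves.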
# MCF10A rereplic – inducers of DNA re-replication in MCF 10A breast cells. MCF 10A DNA re-replication, Hoechst nuclear intensity, 48 h. Potency, µM (highest dose often 46.1 µM), for the others: top-dose activity, positive = re-replication, most hits filed as activators. 350,000 tested, 2.9% active; note: potency is the fitted concentration of half-maximal effect; % of control where 0% means no effect; nearly all actives have a fitted effect of over 50% in size
# GLP1R cytotox – cytotoxicity counter-screen for GLP-1 receptor inverse agonists; HEK293 cAMP-luciferase reporter cells, luminescence, 24 h; 410,000 tested, 0.13% active; AID 624418; Potency, µM (titrated, usually from 38.3 µM), for inactives: at the top dose activity change, negative = inhibition, most hits filed as inhibitors;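 note: loss of luciferase light is scored as toxicity; potency is the fitted concentration of half-maximal effect; % is set by controls: 0 for no effect and ±100 for the full control effect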
#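 Quantitative HTS format, 1536 wells, 200 cells/uL seeded. Compounds: 23 nL, 24 h, 37 °C. Detection: luciferase reagent, luminescence at 12 min RT; decreased signal taken as cytotoxic.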
# HT1080-NT tox – kills 2HG-producing HT-1080-NT fibrosarcoma cells; HT-1080-NT fibrosarcoma viability, CellTiter-Glo ATP luminescence, 48 h; Potency, µM (series often up to 46.1 µM), for the others: at the highest dose activity, negative = less viability, actives largely listed as cytotoxic; 360,000 tested, 1.6% active; AID 686970;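 note: NT is the 2HG producing partner of a matched IDH1 knockdown line; potency is the fitted concentration of half-maximal effect; 0% = DMSO-treated cells and -100% = media-only wells without cells; nearly all actives have a fitted effect of over 55% in size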
#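 Luminescent CellTiter-Glo readout after 48 hours of compound exposure at 37 degrees C defined viability of HT-1080-NT cells. Activity was normalized to DMSO wells and cell-free media wells; concentration-response curves were fitted and assigned curve classes.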
# KB-3-1 cytotox – KB-3-1 parental cell cytotoxicity; KB-3-1 viability, CellTiter-Glo ATP luminescence, 72 h; Potency, µM (series often up to 46.1 µM), for inactives: top-dose activity change, negative = cytotoxic, actives largely listed as cytotoxic; 400,000 tested, 1.4% active; AID 1347075; note: potency is the fitted concentration of half-maximal effect; % is set by controls: 0 for no effect and ±100 for the full control effect; nearly all actives have a fitted effect of over 60% in size
#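 Cytotoxicity in the drug-sensitive parental line KB-3-1 was scored as loss of CellTiter-Glo luminescence following 72 h incubation with compound. Values come from curve fitting of normalized concentration-response data.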
# HT1080 IDH1KD tx – HT-1080 IDH1 knockdown cell toxicity (counter line) | HT-1080 IDH1 knockdown viability, ATP luminescence, 48 h | Potency, µM (series often up to 46.1 µM), without a hit: at the highest dose activity, negative = toxicity, hits mostly cytotoxic | 360,000 tested, 2% active;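 note: potency is the fitted concentration of half-maximal effect; 0% = DMSO wells and -100% = cell-free medium wells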
#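 Luminescent ATP read-out (CellTiter-Glo, 10 min at room temperature) after 48 h compound exposure at 37 °C gave viability of IDH1-knockdown HT-1080 cells. Activity was normalised to DMSO and cell-free wells, then fitted as concentration-response curves.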
# DRD3 agonist – D3 dopamine receptor (human) agonism | max activation, % | P35462 | 410,000 tested, 0.58% active | D3R DiscoveRx beta-arrestin cells, luminescence, 90 min; in the data active = max activation above about 30%; note: 0% is about no effect; mostly tested at two doses, the higher about 12 µM
# Target sequence (P35462 whole entry, looked up): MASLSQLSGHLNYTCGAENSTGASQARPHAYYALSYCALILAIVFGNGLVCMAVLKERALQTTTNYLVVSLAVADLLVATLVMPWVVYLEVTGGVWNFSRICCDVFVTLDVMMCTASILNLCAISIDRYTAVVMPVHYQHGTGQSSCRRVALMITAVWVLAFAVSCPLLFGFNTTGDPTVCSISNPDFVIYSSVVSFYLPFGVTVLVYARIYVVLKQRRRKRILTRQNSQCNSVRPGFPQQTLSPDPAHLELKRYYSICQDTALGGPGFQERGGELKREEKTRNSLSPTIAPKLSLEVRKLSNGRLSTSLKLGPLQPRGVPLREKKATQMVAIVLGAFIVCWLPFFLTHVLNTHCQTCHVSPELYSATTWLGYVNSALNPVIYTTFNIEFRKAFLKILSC
#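 Agonist mode: compounds and dopamine controls were applied to plated cells for 90 min at 37 degrees C after an overnight attachment at 1500 cells/well. Luminescent read-out followed 30 - 60 minutes at room temperature with DiscoveRx detection reagent.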
# IL-1B inflam inh – inflammasome signaling inhibition, IL-1 beta readout; THP-1 LPS/ATP IL-1B secretion, AlphaLISA, 16 h; hits give low values; activity change, % at 57.5 µM; 360,000 tested, 4.7% active; AID 743279; in the data active = activity change below about -50%; inconclusive = mostly about -30% to -49%; note: % is set by controls: 0 for no effect and ±100 for the full control effect
#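 Secreted IL-1B measured by AlphaLISA bead assay after 16 h compound exposure of THP-1 cells; compounds (final up to 57.5 uM) added 1 h before LPS (250 ng/mL) and ATP (1.25 mM) stimulation; lower signal means less secretion.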
# Starred values were filed as active, the others as inactive; ? = inconclusive; nt = no result given; & = joins results of further samples; [ ] = remark or other dose. Unless noted, calls come from the whole dose curve; as a rule, active = well fitted curve in the direction sought with a large enough effect; inconclusive = small, poorly fitted or top-dose-only effect, or another doubt; inactive = no such curve, though single readings can be large; an effect the other way counts as inactive or inconclusive.
# Fields: MCF10A rereplic	DRD3 agonist	HT1080 IDH1KD tx	KB-3-1 cytotox	KB-V1 cytotox	GLP1R cytotox	SW480 rereplic	HT1080-NT tox	IL-1B inflam inh
- CCOC(=O)c1cnc2c(-c3ccccc3)cnn2c1N
 : 15%	2	9%	2%	0%	-5%	-3%	12%	-11
- CN(C)C(=O)CSc1nnc(-c2cccnc2)n1-c1ccccc1
 : 2%	-7	3%	-1%	-27%	-1%	-6%	8%	10
- O=C(CCN1C(=O)C2C3C=CC(C3)C2C1=O)N1CCN(c2cccc(Cl)c2)CC1 (stereo not drawn)
 : ?	-3	-2%	-6%	?	21%	-3%	-3%	-1
- O=C(O)CSc1nc(C(F)(F)F)cc(=O)n1-c1ccccc1
 : 4%	2	3%	19%	1%	4%	-1%	-2%	-5
- CCOC(=O)C(C)NC(=O)C(NC(=O)C1CCC(CC)CC1)C(C)C (stereo not drawn)
 : ?	1	-1%	0%	-2%	-4%	-3%	1%	6
- O=C1NC[C@H](CCCCN2CCN(Cc3ccccc3)C(=O)C2=O)N(CC2CCCCC2)C1=O
 : nt	-12	0%	12%	0%	2%	nt	19%	9
- CC(C)(C)OC(=O)NCCNC(=O)c1cccs1
 : -15%	5	22%	21%	9%	1%	-43%[inhibitor]	11%	5
- CN1C(=O)[C@@H]2[C@H](C1=O)[C@@H]1C(=O)Nc3ccccc3C(=O)N1[C@@H]2c1cccc(Br)c1
 : 0%	-4	4%	23%	8%	-4%	3%	2%	17
- Cc1nnc(SCC(=O)N(C2CCCCC2)C2CCS(=O)(=O)C2)n1C (stereo not drawn)
 : 4%	5	17%	-26%	-25%	-24%	-13%	10%	24
- NC(=O)/C(=C/c1ccco1)C(N)=S
 : 0%	15	12%	-11%	0%	-1%	0%	-3%	-12
- O=C(CCN1C(=O)C2C3CCC(C3)C2C1=O)Nc1ccc(Br)cc1 (stereo not drawn)
 : 18%	-5	-10%	9%	-8%	-10%	12µM*	-9%	-6
- CCn1c(-c2cc(-c3ccc(OC(C)C)cc3)nc3ccccc23)n[nH]c1=S
 : 17%	-19	15%	0%	-4%	-5%	8%	-1%	13
- O=C(NCC12CC3CC(C1)CC(CNC(=O)N1CCCC1)(C3)C2)N1CCCC1
 : 16%	7	10%	-4%	1%	2%	-5%	-4%	0
- NC(=O)C1CCN(c2csc3ccc(F)cc3c2=O)CC1
 : nt	3	nt	0%	5%	-7%	nt	nt	nt
- CCN(Cc1ccccc1)S(=O)(=O)c1ccc(C(=O)Nc2nnc(-c3ccccc3OC)o2)cc1
 : ?	9	-25%	?	?	-24%	11%	-9%	9
- Cc1cc(C)cc(N2C(N)=NC(N)=NC2c2ccccc2F)c1 (stereo not drawn)
 : 4%	-4	?	?	16µM*	-5%	?	-7%	-28
- CC(=O)Nc1cccc(/C(C)=N/NC(=O)c2cccs2)c1
 : 8%	-2	15%	-5%	0%	-3%	-5%	-1%	-13
- COc1ccc(CN2CCN(C(=O)CCC(=O)c3ccc(C)s3)CC2)cc1OC
 : 11%	4	12%	14%	4.1µM*	-12%	-3%	11%	37
- COc1ccc(Br)cc1CNC(=O)Cn1nc(C)n2cccc2c1=O
 : ?	-8	10%	2%	-11%	0%	17%	9%	0
- Cc1cc(NS(=O)(=O)c2cc(Cl)sc2Cl)no1
 : -1%	0	14%	3%	24%	1%	-3%	9%	31
- Cc1ccc(C(=O)Nc2ncc3c(n2)CC(c2ccco2)CC3=O)cc1 (stereo not drawn)
 : ?	-4	-23%	-20%	?	4%	2%	?	0
- CCOc1c(Cl)cc(CNC(C)(C)CC(C)(C)C)cc1OC
 : 8.2µM*	-29	?	?	?	?	4%	?	-12
- COc1ccc(Cn2cc3c(-c4ccc(F)cc4)nnc-3c3cc(OC)c(OC)cc32)cc1
 : ?	2	?	?	30%	?	?	?	0
- CC(C)[C@H](NS(=O)(=O)c1ccc(Cl)cc1)C(=O)OCC(=O)NCCN1C(=O)CSC1=O
 : 3%	-1	2%	7%	-12%	2%	-1%	2%	0
- O=C(Nc1ccc2c(c1)OCO2)c1ccc(Cl)s1
 : -3%	-14	-4%	-24%	-22%	-4%	-15%	-21%	0
- CCOc1cc(C(=O)CCC(=O)OCC(=O)Nc2ccc(C)c(S(=O)(=O)N(C)C)c2)ccc1O
 : -4%	17	7%	10%	?	0%	3%	3%	-19
- COC1OC(c2ccccc2)=C(c2ccc(C(N)=O)cc2)c2ccc(F)cc21 (stereo not drawn)
 : nt	6	-24%	-20%	?	-11%	nt	-22%	5
- O=C1CC(=O)NC(SCC(=O)Nc2ccccc2[N+](=O)[O-])=N1
 : -1%	23	-3%	7%	9%	1%	-10%	-2%	38
- COC(=O)Cn1ccc2cc(S(=O)(=O)N3CCCCC3)ccc21
 : 11%	-8&-17	12%	-7%&18%	28%&6%	0%&4%	-12%	-3%	-25
- COc1cc(C(=O)Nc2ccc3c(c2)CCCN3C(=O)c2ccco2)c([N+](=O)[O-])cc1OC
 : 8%	-2	-1%	2%	-29%	12%	0%	0%	-7
- COc1ccc(Cl)cc1C(=O)NCC(c1ccc(N(C)C)cc1)N1CCOCC1 (stereo not drawn)
 : nt	7	nt	0%	1%	1%	nt	nt	nt
- CCCn1c(C)nc2c(c1=O)c1nc3ccccc3nc1n2-c1ccccc1
 : 5%	-7	12%	2%	-2%	11%	-11%	19%	-16
- COc1ccc(-c2cc3nc(C)c(CCC(=O)NC4CCCCC4)c(C)n3n2)c(OC)c1
 : nt	0	nt	8%	-12%	-10%	nt	nt	nt
- O=C(Nc1c2c(nc3c1CCC3)CCCC2)c1ccccn1
 : 3%	-9	-1%	3%	?	-1%	?	-3%	25
- COC(=O)C1=C(C)N(Cc2ccc(OC)cc2)C(=O)C1
 : 1%	-41	-11%	-17%	6%	2%	-13%	-25%	-8
- O=C(CSCc1ccc(Cl)cc1)Nc1ccc(Br)cc1C(=O)O
 : ?	5	?	-1%	4%	-15%	2%	-21%	29
- O=C(CCc1nnc2n(Cc3ccc(F)cc3)c(=O)c3ccccc3n12)N1CCN(c2ccccn2)CC1
 : 2%	-13	14%	-7%	-26%	6%	0%	14%	?
- Cc1ccc(/C=C/C(=O)OCC(=O)NCCN2C(=O)CSC2=O)cc1
 : -6%	-10	-25%	-16%	-13%	1%	?	?	-9
- CC1(c2ccccc2)NC(=O)N(CC(=O)Nc2ccc(Cl)c(S(=O)(=O)N3CCCCC3)c2)C1=O (stereo not drawn)
 : ?	-5	-12%	nt	nt	-5%	3%	0%	7
- CCn1nnc2cc(C(=O)N(CCOC)CC(=O)Nc3cccc(C)c3C)ccc21
 : -1%	8	17%	15%	3%	-10%	2%	12%	0

# Eight entries from above, with tabs:
Structure	MCF10A rereplic	DRD3 agonist	HT1080 IDH1KD tx	KB-3-1 cytotox	KB-V1 cytotox	GLP1R cytotox	SW480 rereplic	HT1080-NT tox	IL-1B inflam inh
CCCn1c(C)nc2c(c1=O)c1nc3ccccc3nc1n2-c1ccccc1	5%	-7	12%	2%	-2%	11%	-11%	19%	-16
COc1ccc(-c2cc3nc(C)c(CCC(=O)NC4CCCCC4)c(C)n3n2)c(OC)c1	nt	0	nt	8%	-12%	-10%	nt	nt	nt
O=C(Nc1c2c(nc3c1CCC3)CCCC2)c1ccccn1	3%	-9	-1%	3%	?	-1%	?	-3%	25
COC(=O)C1=C(C)N(Cc2ccc(OC)cc2)C(=O)C1	1%	-41	-11%	-17%	6%	2%	-13%	-25%	-8
O=C(CSCc1ccc(Cl)cc1)Nc1ccc(Br)cc1C(=O)O	?	5	?	-1%	4%	-15%	2%	-21%	29
O=C(CCc1nnc2n(Cc3ccc(F)cc3)c(=O)c3ccccc3n12)N1CCN(c2ccccn2)CC1	2%	-13	14%	-7%	-26%	6%	0%	14%	?
Cc1ccc(/C=C/C(=O)OCC(=O)NCCN2C(=O)CSC2=O)cc1	-6%	-10	-25%	-16%	-13%	1%	?	?	-9
CC1(c2ccccc2)NC(=O)N(CC(=O)Nc2ccc(Cl)c(S(=O)(=O)N3CCCCC3)c2)C1=O (stereo not drawn)	?	-5	-12%	nt	nt	-5%	3%	0%	7

# Next part:
# Fields: MCF10A rereplic	DRD3 agonist	HT1080 IDH1KD tx	KB-3-1 cytotox	KB-V1 cytotox	GLP1R cytotox	SW480 rereplic	HT1080-NT tox	IL-1B inflam inh
- Fc1ccc(N=c2ssnc2Cl)c(F)c1
 : ?	8	?	-23%	-10%	-18%	?	?	-13
- CC(=O)Nc1nonc1-c1nnc(SCc2ccc(C)cc2)n1C
 : nt	0	nt	0%	-27%	3%	nt	nt	nt
- COc1ccc(CC2S/C(=N/N=C/c3ccc(O)cc3)NC2=O)cc1 (stereo not drawn)
 : -5%	-16	-2%	-9%	3%	4%	7%	-7%	4
- Cn1cc(C(=O)N/N=C/c2cccs2)c2ccccc21
 : -3%	2	?	-20%	-9%	?	0%	-30%	-11
- CCOc1ccc(N(CC)C(=O)CCc2nc(-c3ccccc3F)no2)cc1
 : nt	7	nt	-2%	-25%	-8%	nt	nt	nt
- COc1ccccc1Cn1c(=S)[nH]c2cc(C(=O)NCC(OC)OC)ccc2c1=O
 : 5%	11	9%	10%	0%	-1%	-9%	5%	-5
- CC1=CC(C)C2(CO)COC(c3ccccc3O)C1C2C (stereo not drawn)
 : 12%	4	-9%	-6%	-3%	?	2%	-22%	7

# The order is random; about 11% have a hit in one of these screens.
